Ba/F3 V617F tox = lowers viability of Ba/F3 cells expressing EpoR and JAK2V617F. inhibition, % at 5.6 µM. 1.1% of 220,000 active. ATP luminescence. AID 1446;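 active = inhibition above the campaign mean plus 3 SD over all tested compounds, cut at about 24% in these data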;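 also: cytokine-independent growth of Ba/F3 cells driven by EpoR plus mutant JAK2; 0% = DMSO-treated cells and 100% = JAK inhibitor I control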
BaF3 tox = counter-screen for JAK2V617F inhibitors: parental Ba/F3 viability inhibitors; inhibition, % at 5.6 µM; AID 1486; CellTiter-Glo ATP luminescence; 1.1% of 220,000 active;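 active = inhibition above a per-campaign cutoff, the mean inhibition of all tested compounds plus 3 SD, cut at about 27% in these data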;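 also: 0% = DMSO wells and 100% = JAK Inhibitor I control wells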
NPY-Y1 PAM-ag = potentiates or activates human NPY-Y1 receptor. NPY-Y1 expressing cells, potentiator/agonist activation. activation, % at 3.6 µM. 0.37% of 220,000 active. P25929; in the data active = activation above about 33%, passing the limit was not always enough;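 also: cells stimulated with NPY at EC10 then isoproterenol at EC100; 0% = low agonist plus stimulus and 100% = saturating agonist plus stimulus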
Target sequence (P25929 whole entry, looked up): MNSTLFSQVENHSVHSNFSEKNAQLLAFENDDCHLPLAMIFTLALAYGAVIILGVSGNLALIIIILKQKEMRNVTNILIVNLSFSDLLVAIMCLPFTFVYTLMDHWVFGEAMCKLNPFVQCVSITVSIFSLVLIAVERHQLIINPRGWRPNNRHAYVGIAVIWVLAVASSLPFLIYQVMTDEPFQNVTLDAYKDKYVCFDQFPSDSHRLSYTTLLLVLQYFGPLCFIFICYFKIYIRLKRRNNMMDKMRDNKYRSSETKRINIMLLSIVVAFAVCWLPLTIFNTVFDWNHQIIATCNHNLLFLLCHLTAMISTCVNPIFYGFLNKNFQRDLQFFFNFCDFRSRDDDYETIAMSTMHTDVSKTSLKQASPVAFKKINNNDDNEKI
NPY-Y2 PAM-ag = human NPY-Y2 potentiation or agonism, primary screen; 0.45% of 220,000 active; P49146; activation, % at 3.6 µM; cells expressing NPY-Y2, potentiator/agonist read-out; in the data active = activation above about 27%;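 also: cells stimulated with NPY near EC25 plus isoproterenol at EC100; 0% = vehicle plus submaximal agonist and 100% = vehicle plus saturating agonist; some results beyond the cut were filed as inactive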
Runt-CBFb FRET = blocks binding of human RUNX1 Runt domain to CBFb | Q01196+Q13951 | Cerulean-Runt/Venus-CBFb FRET ratio 530/480, 1 h | inhibition, % at 20 µM | 0.46% of 220,000 active | AID 1496;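 active = inhibition over about 50% at 20 µM in the single-dose screen, limit read from the data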;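 also: 0% = DMSO wells and 100% = excess unlabeled CBFb competitor control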
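test system = Cerulean-Runt domain fusion protein, energy donor | probe or stimulus = Venus-CBFb binding partner, 100 nM | incubation = two 1 h room-temperature incubations shielded from light | detection = fluorescence energy transfer, 422 nm excitation, 530/480 nm emission | measure = loss of energy transfer signal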
S1P4 antagonist = blocks the human S1P4 receptor. 0.26% of 220,000 active. inhibition, % at 4.98 µM. AID 1510. O95977. S1P4-expressing cells, antagonist mode, reporter read-out; in the data active = inhibition above about 29%;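 also: 0% = wells stimulated with agonist and 100% = vehicle wells without agonist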
Target sequence (O95977 whole entry, looked up): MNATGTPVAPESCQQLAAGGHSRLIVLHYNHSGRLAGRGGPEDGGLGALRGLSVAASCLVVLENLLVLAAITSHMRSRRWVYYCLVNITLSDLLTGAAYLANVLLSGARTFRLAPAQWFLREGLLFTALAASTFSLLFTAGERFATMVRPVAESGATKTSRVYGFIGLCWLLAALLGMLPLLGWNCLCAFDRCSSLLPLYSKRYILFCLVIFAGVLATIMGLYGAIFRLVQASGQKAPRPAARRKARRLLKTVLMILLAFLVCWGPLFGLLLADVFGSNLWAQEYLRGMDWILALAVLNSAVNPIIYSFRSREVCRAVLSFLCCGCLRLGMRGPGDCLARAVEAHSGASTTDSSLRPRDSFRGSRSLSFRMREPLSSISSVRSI
RBBP9 inhibitor = blocks human serine hydrolase RBBP9; inhibition, % at 7.94 µM; recombinant RBBP9, FP-Rh probe fluorescence polarization; O75884; AID 1515; 0.2% of 220,000 active;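 active = inhibition above the campaign mean of all tested compounds plus 3 SD, cut at about 14% in these data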;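 also: plate controls were DMSO wells with RBBP9 for no effect and wells lacking RBBP9 protein for full effect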
Target sequence (O75884 whole entry, looked up): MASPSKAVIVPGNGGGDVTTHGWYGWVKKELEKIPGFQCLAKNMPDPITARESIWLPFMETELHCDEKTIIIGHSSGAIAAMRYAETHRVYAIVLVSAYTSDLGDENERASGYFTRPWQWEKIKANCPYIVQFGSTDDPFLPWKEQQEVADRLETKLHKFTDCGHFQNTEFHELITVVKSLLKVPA
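System: RBBP9 protein / Quantity: 2.5 µM RBBP9 dispensing solution, before mixing / Also added: Serine-hydrolase probe FP-Rh, 375 nM pre-mixing / Dosing: 7.94 µM single dose, 0.794% DMSO / Timing: enzyme-compound preincubation 30 min, then probe labeling 45 min, 25 °C / Signal: FP readout at 525/598 nm / Controls: DMSO-treated enzyme wells and wells lacking RBBP9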
S1P4 agonist = human S1P4 receptor agonism | activation, % at 4.98 µM | S1P4-expressing cell line, agonist reporter assay | 0.35% of 220,000 active | AID 1509 | O95977; in the data active = activation above about 11%;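 also: 0% = DMSO vehicle and 100% = reference agonist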
NPY-Y1 antag = blocks the human neuropeptide Y Y1 receptor. HEK293-CNG Y1 cells, membrane potential fluorescence; NPY at EC95, then isoproterenol. P25929. AID 1040. inhibition, % at 3.6 µM. 1% of 200,000 active;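 active = inhibition above the campaign mean inhibition of all tested compounds plus 3 SD, cut at about 20% in these data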;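 also: 0% = DMSO wells given NPY plus isoproterenol and 100% = isoproterenol alone without NPY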
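Benchmarks – high control isoproterenol alone, low control NPY with isoproterenol · Material – HEK293 Y1/CNG channel cell line · Times – dye 3 h, compound 60 min room temperature, stimulation 45 min · Probe or stimulus – NPY (25 nM), isoproterenol (1 µM), Ro 20-1724 (25 µM) · Evaluation – % inhibition of NPY effect · Signal – fluorescence, membrane potential probe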
* marks the source's active call; other numbers are inactive results; / = not tested or not shown.

compound	Ba/F3 V617F tox	BaF3 tox	NPY-Y1 PAM-ag	NPY-Y2 PAM-ag	Runt-CBFb FRET	S1P4 antagonist	RBBP9 inhibitor	S1P4 agonist	NPY-Y1 antag
O=C(Nc1nn[nH]n1)c1ccc(S(=O)(=O)N2CCCCC2)cc1	0	6	7	-1	0	-5	-4	-0.6	-2
CC(C)(C)c1cc(NCc2ccccn2)n2ncc(-c3ccccc3)c2n1	3	1	6	-2	-9	9	-6	-0.1	/
Cc1ccc(S(=O)(=O)Nc2cccc(/C=C/C(=O)O)c2)cc1	-3	-1	11	-2	-2	-11	-1	0.7	1
O=C(O)c1ccccc1NCc1ccco1	2	-1	14	-2	0	-11	-8	0.8	/
Cn1cnnc1SCc1ccc(C#N)cc1	-2	2	-19	-7	-2	-42	-4	0.3	1
O=C(Cc1c(Cl)cccc1Cl)OCC(=O)N1CCc2ccccc2C1	3	10	-8	-7	-2	-3	0	1.7	7
O=C1C2CC=C(Cl)CC2C(=O)N1c1ncn[nH]1 (configuration not stated)	-4	-1	7	12	-3	-21	2	-1.1	2
COc1ccc(OC)c(-n2c(CN3CCC(C(N)=O)CC3)nc3ccccc3c2=O)c1	4	6	-11	-5	-2	-14	-8	-0.1	2
CCCC(=O)OCCn1c(Br)nc2c1c(=O)[nH]c(=O)n2C	0	-1	9	12	0	-1	-12	-0.4	2
Cc1ccc(C2/C(=C(\O)c3ccc4c(c3)OCCO4)C(=O)C(=O)N2CCCN(C)C)o1 (configuration not stated)	-4	3	19	-9	0	-15	8	-1.0	-5
CC(C)(C)c1ccc(NC(=O)CSc2nnc(-c3n[nH]c4ccccc34)o2)cc1	2	6	-2	8	-2	7	-13	3.1	1
COCCNC(=O)Cn1cc(C(=S)N2CCOCC2)c2ccccc21	-1	11	-13	-11	13	-19	-5	0.4	1
O=C(Nc1nc(-c2ccccc2)cs1)c1ccc(Br)o1	-1	3	-12	-24	2	-6	-14	2.0	2
CCn1c(SCC(=O)c2cc(C)n(CC3CCCO3)c2C)nc2ccccc21 (configuration not stated)	2	2	3	6	1	6	0	-1.0	1
COc1ccc(C)cc1-n1nnnc1SCc1csc(C)n1	-1	-1	-7	8	-1	-8	-2	1.8	4
O=C1c2ccccc2NC(c2ccc(F)cc2)N1Cc1ccco1 (configuration not stated)	-3	2	4	7	-1	-9	-4	-1.5	-11
CCc1ccccc1N1CSC2=C(C#N)C(c3ccccc3F)CC(=O)N2C1 (configuration not stated)	-4	0	3	-6	60*	-13	-4	-1.0	5
COc1ccc(C2(C(=O)Nc3ccc(S(=O)(=O)Nc4nc(C)cc(C)n4)cc3)CCCC2)cc1OC	1	2	-4	8	-4	-10	-13	2.8	1
COCn1c(-c2ccc(OC)c(OC)c2)nc2ccccc21	-1	3	-21	19	-2	-3	-2	1.6	5
CC1CN(C(=S)SCCN2C(=O)CCC2=O)CC(C)O1 (configuration not stated)	-1	6	4	18	2	-1	-6	-0.1	-3
COc1cc(Cl)c(C)cc1NC(C)C(=O)Nc1cc(C(F)(F)F)ccc1N1CCOCC1 (configuration not stated)	1	5	7	-3	-1	-11	-7	1.2	2
C/C(=N\N=c1/sc2ccccc2n1C)c1ccccn1	-3	3	-21	-37	-1	-11	13	0.0	9
Nn1c(CSc2nc3ccccc3o2)nnc1CSc1nc2ccccc2o1	2	4	-65	-39	-4	-1	-5	1.0	17
Cc1nc2ccccc2c2oc(C(=O)NCc3ccccn3)cc12	4	2	-9	-3	2	-6	-9	0.1	2
CCCCN(CCCNC(=O)c1ccc2nc(N3CCOCC3)sc2c1)Cc1ccccc1	-3	8	22	-3	-2	4	-4	-2.6	0
O=C(NCCCN1CCOCC1)c1ccc2c(=O)n(CCc3ccccc3)c(=O)[nH]c2c1	2	5	-17	8	2	6	-5	0.6	5
Nc1nc2ccccc2n1CCOc1ccccc1Cl	2	3	-16	4	-2	-1	-9	0.7	1
Cn1ccnc1/C(=N\NC(=O)c1ccc(O)cc1)c1cccc([N+](=O)[O-])c1	-2	-8	10	-8	2	1	-5	1.2	/
Cc1nn(C(C)C(=O)NCC2CCCO2)c(C)c1[N+](=O)[O-] (configuration not stated)	0	6	12	5	0	2	-5	4.5	3
COC(=O)C1C(=O)C2=C(CC1C)NC(C)=C(C(=O)OC1CCCCC1)C2c1ccc(N(C)C)cc1 (configuration not stated)	-6	7	-8	-16	-1	-19	-5	-0.4	5
N=c1c2c3c(sc2nc2n1CCCCC2)CCCCC3	-4	2	10	8	-2	0	-1	-0.1	20*
CCn1c(SCC(N)=O)nc2ccccc2c1=O	1	5	3	0	-2	2	-13	0.8	-2
CC/C(=N\Nc1ccccc1[N+](=O)[O-])c1ccc(O)cc1	-2	5	74*	47*	-5	-7	0	0.7	-12
CC(C)Cn1c(CCC(=O)O)ccc1-c1cccs1	4	3	14	16	66*	-9	8	4.8	11
CCCCOC(=S)NC(=O)c1sc2ccccc2c1Cl	-2	0	3	-19	3	4	-3	-0.7	8
CCOC(=O)NC(=O)CSc1nc2ccc([N+](=O)[O-])cc2[nH]1	6	6	3	-12	-3	-8	-3	-2.9	2
Cc1ccc(C(=O)C(C(=O)/C=C/c2ccccc2)=C2SCCCS2)cc1	2	1	-27	-3	-2	1	-11	1.4	-2
O=C(CN1N=C(c2ccc(Cl)cc2)CCC1=O)NCc1cccnc1	4	4	-35	-10	1	-22	-7	-0.6	2
COC(=O)c1c(NC(=O)c2cccc([N+](=O)[O-])c2)sc(C(N)=O)c1C	2	6	-7	4	4	-3	-10	0.7	3
COc1ccc(C2C3=C(CCCC3=O)Nc3nc(SCc4ccccc4)nn32)cc1OC (configuration not stated)	-3	5	-25	-1	0	-10	-4	-0.1	-4
CC(C)(C)NC(=O)C(=O)NCc1ccccn1	-1	2	2	4	-2	-4	-6	2.5	2
Cc1cc(SCC(=O)N/N=C/c2ccc(O)c(O)c2)c(C)cc1Br	44*	11	14	10	5	0	-7	-4.0	2
C=C1SC(=Nc2c(C)cc(C)cc2C)N(C(=O)c2sc3ccccc3c2Cl)C12CCCCC2	-1	-4	18	2	2	0	3	1.4	/
CCC(C)(C(=O)NC1CCCCC1)N(C(=O)Cc1cccs1)c1ccccc1 (configuration not stated)	-4	2	-37	-8	-2	4	-4	-1.9	34*
CC(=O)c1c(C(C)=O)c(C)n(C2CCCCC2)c1C	4	4	12	-2	0	14	-1	-1.0	-1
CCOC(=O)c1[nH]c2ccc(F)cc2c1NC(=O)CCN1CCOCC1	-3	1	-16	-3	0	5	2	1.6	-3
COC(=O)C1=CN(C)C=C(C(=O)OC)C1c1ccc(O)c(OC)c1	-4	-3	12	7	12	1	-2	-0.3	2
O=C1c2ccccc2NC(c2ccccc2)N1NS(=O)(=O)c1ccccc1 (configuration not stated)	3	0	1	-2	1	-9	-7	1.5	5
CCOC(=O)c1cc(C)nc(S(C)(=O)=O)c1C#N	-1	-4	7	-9	2	8	9	-0.4	/
COc1ccc(C2CC(c3cccs3)=NN2C(=O)CSc2nncn2C)cc1OC (configuration not stated)	3	1	-7	7	0	-22	-9	1.9	-3

Three structures already listed, ordered by heavy-atom count, rising.
compound	Ba/F3 V617F tox	BaF3 tox	NPY-Y1 PAM-ag	NPY-Y2 PAM-ag	Runt-CBFb FRET	S1P4 antagonist	RBBP9 inhibitor	S1P4 agonist	NPY-Y1 antag
CC(C)Cn1c(CCC(=O)O)ccc1-c1cccs1	4	3	14	16	66*	-9	8	4.8	11
CCCCOC(=S)NC(=O)c1sc2ccccc2c1Cl	-2	0	3	-19	3	4	-3	-0.7	8
COC(=O)c1c(NC(=O)c2cccc([N+](=O)[O-])c2)sc(C(N)=O)c1C	2	6	-7	4	4	-3	-10	0.7	3

Other entries follow.
compound	Ba/F3 V617F tox	BaF3 tox	NPY-Y1 PAM-ag	NPY-Y2 PAM-ag	Runt-CBFb FRET	S1P4 antagonist	RBBP9 inhibitor	S1P4 agonist	NPY-Y1 antag
O=C(CSc1cccc[n+]1[O-])Nc1ccc(N2CCOCC2)cc1	4	3	-3	7	-2	-12	-3	1.5	2
CCCN(CCC)S(=O)(=O)c1cccc(C(=O)Nc2ccc3c(c2)OCO3)c1	-4	-2	-25	10	-3	2	-4	-3.5	9
O=C(c1ccc(Cl)c(S(=O)(=O)N2CCCCCC2)c1)N1CCN(CCO)CC1	0	8	9	3	-1	2	-6	2.5	-3
Nc1nonc1-c1noc(N2CCCCC2)n1	3	2	-4	-14	-1	-13	0	-0.3	7
COc1ccccc1NS(=O)(=O)c1cc(NC(=O)c2sccc2C)ccc1N1CCCC1	-2	3	11	-19	51*	19	-17	-1.6	3
Cc1c(C(=O)NC(=S)Nc2ccc(N3CCOCC3)cc2)cccc1[N+](=O)[O-]	4	2	-3	-14	0	-13	0	1.1	-1
O=C(Cn1nnc2ccccc21)c1ccc(Cl)cc1	-2	-4	-7	3	1	4	-12	0.3	/
CCN(CC)C(=O)CSCC(=O)Nc1ccccc1	-3	7	10	0	0	-9	-10	1.5	1
Cc1c(O)c2c(=O)n(-c3ccccc3)c(-c3ccccc3)cc2oc1=O	-3	2	2	10	-14	-17	-10	1.1	-2
CCOC(=O)c1c2c3c(cccc3[nH]c1=O)C(=O)c1ccccc1-2	1	1	-16	-16	-12	-9	-7	-0.7	1
COc1ccc(NC(=O)COC(=O)Cc2ccccc2[N+](=O)[O-])cc1OC	0	2	5	7	1	-21	-14	2.0	-1
Cc1cccc(-n2c(SCC(=O)Nc3nnc(C)s3)nnc2-c2ccoc2C)c1	8	5	-7	-10	1	0	-4	-3.0	4
Cc1ccc(/C=N/NC(=O)COc2ccccc2-c2ccccc2)cc1	87*	83*	-27	-21	-1	15	-5	-2.1	23*
O=C(NNC(=O)c1cccs1)c1ccc(Cl)c(Cl)c1	-2	5	11	2	-1	-20	-3	1.8	4
COc1ccc(Cn2nnnc2C(c2cccs2)N2CCN(c3ccc([N+](=O)[O-])cc3)CC2)cc1 (configuration not stated)	1	3	3	7	-1	-2	-7	0.0	-6
CC(=O)c1cccc(NC(=S)N2c3ccccc3CC2C)c1 (configuration not stated)	1	8	-2	5	3	-6	-10	1.3	4
CCCCn1c(=NC(=O)c2ccco2)c(C(=O)OCC)cc2c(=O)n3cccc(C)c3nc21	-3	2	30	16	10	-3	6	1.9	/
CCOc1ccc(C(=O)Nc2cnn(Cc3ccc(Cl)c(Cl)c3)c2)cc1	7	24	31	14	-2	-3	-12	0.1	0
COc1ccc(NC(=O)c2ccc3nc[nH]c3c2)c(OC)c1	0	-2	4	7	-3	2	8	0.1	-5

From PubChem BioAssay
